# p53ts 32C tox: cytotoxicity in p53ts cells at permissive temperature | H1299-p53A138V at 32C, ATP luminescence viability, 24 h | Potency, µM (highest dose often 46.1 µM), without a hit: at the highest dose activity change, negative = cytotoxicity, hits mostly cytotoxic | 130,000 compounds, 0.93% hits;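 further: 0% = DMSO and -100% = full killing by reference compound; nearly all actives have a fitted effect of over 55% in size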
#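 ATP-content luminescence (ATPlite) read-out after 24 h compound exposure at 32C in H1299-p53A138V cells (600/well). Tested up to 46 uM. Normalized to DMSO (0%) and 100 uM tamoxifen (100% killing); Hill-fit AC50.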
# p53ts 39C tox: kills p53ts cells at the nonpermissive temperature. H1299-p53A138V viability at 39C, ATP luminescence, 24 h. Potency, µM (series often up to 46.1 µM), inactives show top-dose activity change, negative = cell killing, most hits filed as cytotoxic. 130,000 compounds, 1.5% hits; further: nearly all actives have a fitted effect of over 55% in size
# Imprint erasure: induces erasure of genomic imprints in mouse ES cells; 110,000 compounds, 0.02% hits; Potency, µM (top dose mostly 60.7 µM), without a hit: top-dose activity change, positive = activation, actives largely listed as activators; mouse ES Peg3-LacZ reporter, beta-gal luminescence, 40 h;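 further: 0% = negative control wells on the plate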
#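 Gelatin-coated wells received 300 freshly trypsinized female ES cells with a Peg3LacZ-Neo reporter on the maternal allele, then incubated 40 hours at 37C. BetaGlo was added for 5 minutes at room temperature before a single luminescence read.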
# IkB signaling: inhibitors of IkB signaling in ABC-DLBCL cells; ABC-DLBCL IkBa-CBG/CBR dual luciferase ratio, 4 h; response scale: scaled: untreated 0%, proteasome inhibitor 100%; 110,000 compounds, 0.04% hits; Potency, µM (top dose mostly 57.1 µM), inactives show at the highest dose IkBa stabilization activation; AID 445; active means well fitted curve in the direction sought with a large enough effect in the signal ratio, not every such curve was filed as active; inconclusive means small, poorly fitted or top-dose-only effect, or a change in a side signal; the % refers to the signal ratio;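 further: the direction sought is a rising ratio; 0% = basal untreated cells and 100% = reference inhibitor full response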
#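 In this assay, an IκBα–CBG68 fusion accumulates when IKK-driven degradation is blocked; native CBR normalizes for cell number. OCI-Ly3 cells were treated 4 h with compound and doxycycline, then green and red light read after Chroma-Glo addition.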
# * hit, by the source's call; u = inconclusive; x = no result given; & = joins results of further samples; [ ] = dose if it differs, or a comment. Unless noted, the call rests on the fitted dose curve; in most records, active means well fitted curve in the direction sought with a large enough effect; inconclusive means small, poorly fitted or top-dose-only effect, or another doubt; inactive means no such curve, though single readings can be large; an effect the other way counts as inactive or inconclusive. Unless noted, on the % scale 0 is the no-effect control and ±100 the full control effect; potency means the concentration at half of the fitted maximal effect. This is a random part of the collection. Share with any hit: about 1.7%.
# Screens in order – p53ts 32C tox | p53ts 39C tox | Imprint erasure | IkB signaling
> O=C(Nc1ccccc1)NC1CS(=O)(=O)CC1O (stereo unspecified)
 : 2% | 1% | 1% | -1.8%
> CCOc1ccc(NC(=O)COc2ccc(S(=O)(=O)NC3CCCCC3)cc2)cc1
 : -5% | -16% | -10%[10.9 µM] | u
> COc1ccc(C)cc1NC(=O)CN1C(=O)c2ccccc2S1(=O)=O
 : -2% | -5% | 2% | -1.0%
> COC(=O)[C@H]1C2CCC(C(=O)OC)(CC2)[C@H]1C(=O)OC
 : 2% | 5% | -4% | 1.5%
> CN(C)c1ccc(C(=O)c2ccc(N(C)C)c3ccccc23)cc1
 : 0% | -6% | x | x
> O=C(CCSc1nc(-c2ccco2)cc(C(F)(F)F)n1)Nc1ccc2c(c1)OCO2
 : -3% | 0% | -21% | -0.3%
> OC(C#CCN1CCCCC1)c1ccccc1 (stereo unspecified)
 : 2% | 1% | -9% | 0.3%
> CCc1ccccc1NC(=O)N1CCCn2nc(C)cc21
 : -7% | -6% | -9%[10.9 µM] | 0.5%
> COc1ccc(C(=O)N2CCC3(CCCN(c4ccc(-c5ccccc5)cc4)C3)CC2)cc1
 : -25% | -19% | x | 18%[11.4 µM]
> Cc1ccc(-c2noc(CCC(=O)NCCCN3CCN(c4ccc(F)cc4)CC3)n2)cc1
 : 5% | -21% | -16% | -1.6%
> O=C(CN1CCN(Cc2ccccc2)CC1)N/N=C/c1c[nH]c2ccccc12
 : 7% | -7% | x | x
> COC(=O)c1ccc(NC(=O)CCc2c(C)nc3c(-c4ccccc4)c(C)nn3c2C)cc1
 : u | -17% | -9%[10.9 µM] | u
> O=C(c1oc2ccccc2c1CSCc1ccccc1)N1CCN(c2ncccn2)CC1
 : -21% | 2% | -17% | u
> CCCc1ccc(OC(C)c2nc(-c3ccc(-n4cccc4)cc3)no2)cc1 (stereo unspecified)
 : -18% | 9% | -12%[10.9 µM] | -0.7%
> O=C(C1CCCN(S(=O)(=O)c2cccc3nsnc23)C1)N1CCN(c2ccccc2)CC1 (stereo unspecified)
 : -2% | 6% | -14%[10.9 µM] | u
> CCn1c2c(c3cc(Cl)ccc31)CCCC2=O
 : -8% | -6% | 3% | -3.6%
> C[C@H](C(=O)c1ccncc1)c1ccccn1
 : 2%[9.22 µM] | 3%[9.22 µM] | -10%[10.9 µM] | 0.7%[11.4 µM]
> CCc1ccccc1NC(=O)Cn1c(=O)n(-c2ccccc2)c(=O)c2oc3ccccc3c21
 : -1% | -20% | -15%[10.9 µM] | -1.1%
> Cc1cc(N2CCN(c3ccccc3)CC2)nc(NCc2ccccc2)n1
 : 9% | 4% | -4% | -0.9%
> c1ccc(-c2ccc(OCCCn3cncn3)cc2)cc1
 : -19% | -27% | -26% | 2.8%
> COc1cccc(C2=NO[C@@H]3C(=O)N(Cc4ccccc4)C(=O)[C@H]23)c1OC
 : -2% | 2% | -2% | -0.7%
> COC(=O)C(O)(CC(=O)Nc1ccc(OC(F)(F)F)cc1)C(F)(F)F (stereo unspecified)
 : -10% | 13% | -10% | u
> CCCCCc1ccc(-c2ccc(C(=O)O)cc2)nc1
 : -18% | -19% | x | x
> CC1CCCC(NC(=O)CSc2nnnn2C)C1C (stereo unspecified)
 : -3% | -1% | 8% | -0.8%
> CCSc1nnc(NC(=O)CSc2ncccn2)s1
 : 15% | -2% | -13% | u
> CC(NC(=O)C1CCC1)c1ccccc1 (stereo unspecified)
 : 3% | -1% | -7% | 2.3%
> COCCN(C(=O)CN1CCc2ccccc2C1)c1c(N)n(Cc2ccccc2)c(=O)[nH]c1=O
 : 9% | 13% | 0% | 0.2%
> CCc1ccc(S(=O)(=O)NCc2cn3c(C)csc3n2)s1
 : -8% | -3% | 0% | 2.9%
> O=C(NCc1ccco1)C(c1ccco1)N(C(=O)Cn1nnc2ccccc21)c1ccc2c(c1)CCC2 (stereo unspecified)
 : 8% | 27% | -9% | u
> O=C(c1ccc(F)cc1)N1CCN(C2CC3CCC2C3)CC1 (stereo unspecified)
 : -8% | -15% | -5% | 1.2%
> Cc1ccc2c(c1)N(C(=O)CCC(=O)NCc1ccccc1Cl)CC(C)O2 (stereo unspecified)
 : 9% | -4% | -8%[10.9 µM] | u
> CC(=O)Nc1ccc(NC(=O)C2CCN(c3c(NC(C)=O)c(C)nn3-c3ccccc3)CC2)cc1
 : 1% | -15% | -7%[10.9 µM] | -0.8%
> Cc1nonc1OCC(C)(COc1nonc1C)NC(=O)c1ccccc1
 : 0% | -12% | x | x
> Fc1ccc(CN2CCc3nc(N4CCN(c5ccccc5F)CC4)ncc3C2)c(F)c1
 : -1% | -1% | -6%[10.9 µM] | -1.6%
> Cc1ccc2oc3c(c(=O)c2c1)C(c1cccc(O)c1)N(CCCN1CCOCC1)C3=O (stereo unspecified)
 : 7% | 8% | 11%[10.9 µM] | -0.2%
> O=C(Cc1ccc(Cl)cc1)Nc1ccc2oc(-c3ccccc3)nc2c1
 : -3% | 15% | -17%[10.9 µM] | 0.9%
> CC(C(=O)N1CCOCC1)N1c2cccc3cccc(c23)S1(=O)=O (stereo unspecified)
 : -1% | 13% | -6% | 0.0%
> COc1cc(OC)cc(-c2nnc(SCC(=O)N3c4ccccc4Sc4ccccc43)o2)c1
 : -3% | 2% | -4% | 2.7%
> Cc1c(Cl)cccc1-c1ccc(/C=C(\C#N)c2nc3ccccc3[nH]2)o1
 : u | 13µM* | -12%[10.9 µM] | 19%
> COc1ccc(-c2cc(C(=O)Oc3ccc(C#N)cc3)no2)cc1
 : -5% | -20% | -9%[10.9 µM] | -3.3%
> COc1ccc(OC)c(NC(=O)c2cnc(Nc3ccc(C)c(Cl)c3)c3ccccc23)c1
 : 9% | -1% | -15%[10.9 µM] | 0.8%
> CC1(C)CC[C@]2(C(=O)O)CC[C@]3(C)C(=CCC4[C@@]5(C)CC[C@H](O)C(C)(C)C5[C@H](O)C[C@]43C)C2C1 (stereo partly specified)
 : -9% | -26% | 1% | x
> COc1cccc(Nc2ncc3nc(-c4cccs4)c(=O)n(C[C@H]4CCCO4)c3n2)c1
 : 6% | -1% | 1% | -6.9%[11.4 µM]
> COc1ccc2nc3oc(C(=O)NCc4cccs4)cc3cc2c1
 : -4% | 0% | -13% | -0.3%
> Cn1c(=O)c(=O)n(C)c2cc(S(=O)(=O)N3CCC(Cc4ccccc4)CC3)ccc21
 : -6% | 3% | -32%[inhibitor] | -1.4%
> CCOc1ccc(C(=O)NC2CCN(C(=O)N3CCCC3)CC2)cc1
 : 25% | 31%[activator] | x | x
> COC1=CC(=O)C(O)=C/C1=C\C=C\c1ccccc1
 : 19% | 154%[activator] | -40%[inhibitor] | x
> O=C(c1ccco1)n1nc(-c2ccccc2)nc1NCc1ccc(Cl)cc1
 : 4% | -29% | -5%[10.9 µM] | -1.0%
> CC1CCCN(c2nc3c(S(=O)(=O)c4ccc(C(C)C)cc4)nnn3c3ccsc23)C1 (stereo unspecified)
 : 7% | -3% | -7%[10.9 µM] | u
> CC1=C(C(=O)Nc2cccnc2)C(c2ccc(F)cc2)n2nc(SCc3ccccc3)nc2N1 (stereo unspecified)
 : -1% | 21% | -8%[10.9 µM] | u
> COc1ccc(C)cc1NC(c1nnc(-c2ccccc2)o1)c1ccc(F)cc1Cl (stereo unspecified)
 : 11% | -5% | 17%[10.9 µM] | u
> COCC(=O)Nc1nc2n(n1)C(c1ccccc1)CC(c1ccc(OC)cc1)N2 (stereo unspecified)
 : 9% | -6% | -9% | -0.3%
> CN(C)Cc1ccccc1-c1cncnc1NCc1ccccc1
 : -3% | -2% | -15% | 1.1%[11.4 µM]
> CCc1ccc(NC(=O)CS(=O)CC(=O)NCC2OCCc3ccccc32)cc1 (stereo unspecified)
 : 0% | -6% | -7% | 2.0%
> COc1ccccc1CNc1ncnc2ccc(-c3c(C)noc3C)cc12
 : 9% | 3% | -14% | u
> CO[C@H]1COC(=O)C/C=C\[C@H](C)[C@@H](NS(=O)(=O)c2ccc(C)cc2)COC(=O)C/C=C\[C@@H]1C
 : 4%&8%[9.22 µM] | 6%&2%[9.22 µM] | x | x
> Cc1cccc2cc(C(c3nnnn3Cc3ccccc3)N3CCN(c4ccccc4)CC3)c(=O)[nH]c12 (stereo unspecified)
 : 3% | -7% | -11% | 1.3%
> O=C(c1ccco1)N1CCC2(CC1)CN(Cc1cc(C(F)(F)F)cc(C(F)(F)F)c1)C2
 : 0% | -15% | x | -0.7%[11.4 µM]
> COc1cccc(C(c2nnnn2Cc2ccc(F)cc2)N2CCC(C(N)=O)CC2)c1OC (stereo unspecified)
 : -25% | 8% | -17% | u
> CCn1c2ccccc2c2cc(C3N=C(N)Nc4nc5ccccc5n43)ccc21 (stereo unspecified)
 : -7% | -18% | 19% | 0.5%

# Compound profiles (already shown). Screens in order: p53ts 32C tox | p53ts 39C tox | Imprint erasure | IkB signaling
# `Cc1c(Cl)cccc1-c1ccc(/C=C(\C#N)c2nc3ccccc3[nH]2)o1` in the list: u | 13µM* | -12%[10.9 µM] | 19%
# `COc1ccc(-c2cc(C(=O)Oc3ccc(C#N)cc3)no2)cc1` in the list: -5% | -20% | -9%[10.9 µM] | -3.3%
# `COCC(=O)Nc1nc2n(n1)C(c1ccccc1)CC(c1ccc(OC)cc1)N2` (stereo unspecified) in the list: 9% | -6% | -9% | -0.3%
# `CC(=O)Nc1ccc(NC(=O)C2CCN(c3c(NC(C)=O)c(C)nn3-c3ccccc3)CC2)cc1` in the list: 1% | -15% | -7%[10.9 µM] | -0.8%
# `O=C(c1ccco1)n1nc(-c2ccccc2)nc1NCc1ccc(Cl)cc1` in the list: 4% | -29% | -5%[10.9 µM] | -1.0%

# Other compounds:
# Screens in order – p53ts 32C tox | p53ts 39C tox | Imprint erasure | IkB signaling
> Cc1ccc(-n2nc3c(n2)/C(=N/O)CC/C3=N\O)cc1
 : u | u | x | x
> CCCC(=O)NCCCCNC(=O)CCC
 : -1% | 2% | -1% | 1.9%
> COc1ccc(N2CCN(C(=O)c3ccc(CS(=O)c4cccc(C)c4)o3)CC2)cc1 (stereo unspecified)
 : 5% | 7% | 19%[10.9 µM] | u
> CCOCc1nc(N)[nH]c(=O)c1Cc1ccc(OC(C)C)cc1
 : 0% | 13% | x | x
> COc1ccc(CNc2nc3c(-c4ccccc4)nnn3c3ccccc23)cc1
 : -7% | u | -13%[10.9 µM] | u
> COc1cccc(-c2nccc(NCc3ccccc3OC)n2)c1
 : 2% | -9% | -20% | -1.4%[11.4 µM]
> O=C1OC(c2ccc(O)c(-c3ccccc3)c2)(c2ccc(O)c(-c3ccccc3)c2)c2c(Cl)c(Cl)c(Cl)c(Cl)c21
 : 3%[9.22 µM] | 8%[9.22 µM] | -9%[10.9 µM] | 2.4%[11.4 µM]
> Cc1cc(C(=O)CSc2nnnn2-c2ccc(Cl)cc2)c(C)n1CC1CCCO1 (stereo unspecified)
 : -10% | -21% | -12% | 1.1%
> O=C(Cc1ccc(F)cc1)N1CCC(c2nc3c(nnn3Cc3ccc(F)cc3)c(=O)[nH]2)CC1
 : 12% | -17% | -3%[10.9 µM] | u
> COc1ccccc1CNC(=O)C1CCN(c2nn3c(=O)cc(C)nc3s2)CC1
 : 1% | -12% | -7%[10.9 µM] | 1.3%
> CN1CCN(c2ncc3nc(-c4cc(F)cc(F)c4)c(=O)n(C4CC4)c3n2)CC1
 : -14% | u | -4% | -4.1%[11.4 µM]
> Cc1ccc2oc3c(c(=O)c2c1)C(c1ccc(F)cc1)N(Cc1ccc2c(c1)OCO2)C3=O (stereo unspecified)
 : 5% | 23% | 18%[10.9 µM] | 0.0%
> C=CCn1c(SCc2nc3ccccc3[nH]2)nnc1-c1ccncc1
 : 3% | 2% | -3% | 4.6%
> CCOC(=O)c1c(NC(=O)CS(=O)(=O)c2ccc(C)cc2)sc2c1CCC(C)C2 (stereo unspecified)
 : 3% | -22% | u | u
> CC(C)=C(NC(=O)c1ccccc1)C(=O)NCCCC(=O)O
 : 4% | 6% | 2% | 1.4%
> CCN1CCN(c2ncc(C(=O)Nc3cc(Cl)ccc3OC)c3ccccc23)CC1
 : -13% | u | -27% | u
> Cc1occc1C(=O)Nc1cccnc1
 : 3% | 10% | -35%[inhibitor] | -1.3%

# Screening data deposited in PubChem by National Center for Advancing Translational Sciences (NCATS).
